Screening results (PubChem BioAssay)
TRPC4 PAM – allosterically enhances the mouse TRPC4 cation channel; Q9QUQ5; HEK293 TRPC4beta/mu-opioid, DAMGO EC20, Fluo-4 Ca2+ flux; stronger effect = higher value; B-score at 10 µM; 310,000 tested, 0.42% active;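 active = B-score of calcium response area above 5 SD of library B-scores, with initial fluorescence ratio within 5 SD of library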;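 also: B-score of integrated fluorescence ratio over time as area under calcium response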
aSyn 5UTR inh – 5' untranslated region of α-synuclein, MLPCN primary screen; alpha-synuclein 5'UTR reporter, inhibitor activity; inhibition, % (tested at 7.5 µM); 300,000 tested, 0.82% active; in the data active = inhibition above about 60%;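 also: H4 neuroglioblastoma cells stably carrying SNCA 5'UTR luciferase fusion; 0% = DMSO wells and 100% = positive control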
KLF5 inh – suppresses KLF5 promoter-driven expression; DLD-1 KLF5 promoter-luciferase reporter, luminescence; inhibition, % at 5 µM; 290,000 tested, 0.23% active;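 active = inhibition above a per-plate limit of that plate's mean compound inhibition plus 3 SD, cut at about 60% in these data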;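 also: 0% = DMSO wells and 100% = LY294002 at 200 µM; higher means less KLF5 promoter-driven luciferase light; inactives centre near -14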
TRPC6 inh – mouse TRPC6 channel inhibition | HEK293-TRPC6, membrane potential dye, ACh-evoked depolarization; stronger effect = lower value | AID 2553 | Q61143 | 310,000 tested, 1.1% active | B-score at 10 µM;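 active = B-score under library mean minus 3 SD, initial fluorescence not abnormally high, positive integrated signal ratio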;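 also: B-score derived from integrated fluorescence ratio over the kinetic read; more negative B-score means stronger inhibition of depolarization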
Target sequence (Q61143 whole entry, looked up): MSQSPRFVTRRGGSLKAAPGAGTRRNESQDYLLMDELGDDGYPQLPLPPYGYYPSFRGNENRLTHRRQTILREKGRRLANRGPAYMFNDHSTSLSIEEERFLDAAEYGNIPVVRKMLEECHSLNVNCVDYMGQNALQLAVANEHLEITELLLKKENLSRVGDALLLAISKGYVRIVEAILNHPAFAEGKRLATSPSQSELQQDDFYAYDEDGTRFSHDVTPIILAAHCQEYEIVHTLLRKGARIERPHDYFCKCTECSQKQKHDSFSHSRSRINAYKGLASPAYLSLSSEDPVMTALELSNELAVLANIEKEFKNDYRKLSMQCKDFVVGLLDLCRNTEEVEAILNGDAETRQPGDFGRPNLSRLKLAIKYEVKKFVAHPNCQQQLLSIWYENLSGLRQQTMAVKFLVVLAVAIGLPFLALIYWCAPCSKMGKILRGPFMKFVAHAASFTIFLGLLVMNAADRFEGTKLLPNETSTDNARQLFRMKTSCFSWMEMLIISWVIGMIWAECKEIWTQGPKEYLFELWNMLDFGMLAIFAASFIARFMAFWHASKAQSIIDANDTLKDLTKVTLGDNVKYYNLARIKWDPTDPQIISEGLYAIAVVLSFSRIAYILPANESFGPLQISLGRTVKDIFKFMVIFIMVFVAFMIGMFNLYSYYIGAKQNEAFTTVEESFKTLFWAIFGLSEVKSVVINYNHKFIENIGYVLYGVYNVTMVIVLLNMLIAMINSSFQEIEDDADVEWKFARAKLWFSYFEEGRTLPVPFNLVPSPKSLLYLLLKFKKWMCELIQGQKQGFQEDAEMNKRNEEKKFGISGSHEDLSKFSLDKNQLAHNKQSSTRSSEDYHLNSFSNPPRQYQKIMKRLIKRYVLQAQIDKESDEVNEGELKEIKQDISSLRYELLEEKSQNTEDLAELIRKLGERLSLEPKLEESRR
MrgX1 antag – human MrgX1 receptor antagonism, primary screen. Q96LB2. MRGX1-HEK293 calcium flux, Fluo-4, BAM8-22 antagonism; stronger effect = lower value. B-score at 10 µM. 310,000 tested, 1.3% active. AID 588676;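 active = calcium-response B-score plate-corrected more than 3 library SD below zero, starting fluorescence within 5 deviations, no agonist response on first addition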;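 also: peak minus trough fluorescence over baseline after final BAM8-22 challenge near maximal dose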
IEC-6 tox – IEC-6 cytotoxicity, counter-screen for KLF5 inhibitors; luminescence viability; inhibition, % at 5 µM; 290,000 tested, 0.78% active; in the data active = inhibition above about 22%;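 also: 0% = plate median of test compound wells and 100% = cytotoxic reference compound wells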
TRPC4 block – TRPC4 (mouse) channel inhibition. Q9QUQ5. HEK293 TRPC4beta/mu-opioid, DAMGO-evoked Fluo4 calcium flux; stronger effect = lower value. B-score at 10 µM. 300,000 tested, 0.39% active. AID 2247;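 active = B-score over 3 SD under the library average, no early fluorescence shift, positive overall ratio signal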
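Assay system: Stable TRPC4beta/mu-opioid receptor HEK293 cells | Reagent: DAMGO in two steps, submaximal then maximal | Compound dosing: Single concentration per test compound | Signal: Fluo4 Ca2+ flux fluorescence | Evaluation: Per-well B score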
TRPC6 act – activators of mouse TRPC6 channel; Q61143; HEK293-TRPC6 membrane potential dye fluorescence; stronger effect = higher value; 310,000 tested, 0.13% active; B-score at 10 µM; AID 2550;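 active = B-score of the integrated fluorescence ratio above library mean plus 3 SD, and starting fluorescence ratio within library mean plus 5 SD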;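 also: higher score means more depolarization so channel activation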
SKKanGAS inh – SKKanGAS growth inhibition | S. pyogenes SKKanGAS, kanamycin growth, BacTiter-Glo, 6 h | inhibition, % at 7.5 µM | 300,000 tested, 1.3% active;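 active = mean replicate score, as percent of positive control median, at least 50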;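 also: strain carries kanamycin resistance gene driven by streptokinase promoter and grows in 40 µg/ml kanamycin; loss of luminescence reflects streptokinase promoter inhibition or plain growth inhibition; 0% = median of DMSO wells and 100% = positive control at its reference dose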
TRPC4 agonist – TRPC4 (mouse) channel activation; Q9QUQ5; HEK293 TRPC4beta/mu-opioid, Fluo4 calcium fluorescence; stronger effect = higher value; B-score at 10 µM; 310,000 tested, 0.49% active; AID 2237;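 active = B-score above 5 SD of library B-scores, and initial fluorescence ratio not above library mean plus 5 SD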;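 also: positive B-score marks a calcium rise read as TRPC4 activation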
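Assay system: HEK293 stable line with TRPC4beta plus mu-opioid receptor. Times: dye 45 min RT, read 110 s. Measured by: kinetic Fluo4 calcium fluorescence. Measure: B score of integrated ratio. Controls: assay buffer as low control, maximal DAMGO as high control.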
HIF act – HIF pathway transcriptional activation | activation, % at 7.5 µM (by protocol) | AID 1910 | 300,000 tested, 0.32% active | U2OS HRE-luciferase reporter, luminescence; normalized: DMSO 0%, desferrioxamine 100%;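 active = mean activation of at least 10% of the iron chelator positive control signal, with at least half of replicates also reaching 10%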
The depositor's hits bear a star; i = inactive; . = no result given.

SMILES | TRPC4 PAM | aSyn 5UTR inh | KLF5 inh | TRPC6 inh | MrgX1 antag | IEC-6 tox | TRPC4 block | TRPC6 act | SKKanGAS inh | TRPC4 agonist | HIF act
O=C(CC(Nc1cccc(Cl)c1Cl)C(=O)O)c1ccccc1 (stereo unspecified) | i | -46.7 | -22.1 | i | i | -5.7 | i | i | 11.0 | i | 4.2
CC(=O)OCCc1[nH]c2ccccc2c1C | i | -26.4 | -12.2 | i | i | 7.4 | i | i | 8.1 | i | -2.1
CC12CCC(=O)N1C(C(=O)NCCN1C(=O)S/C(=C\c3ccccc3F)C1=O)CS2 (stereo unspecified) | i | -1.6 | . | i | i | . | i | i | 0.0 | i | -0.2
CCn1c(SCC(=O)NCCc2ccccc2)nnc1-c1cccs1 | i | 0.8 | -7.1 | i | i | -0.4 | i | i | -3.9 | i | -0.3
COc1cccc(NC(=O)N2CCN(C(=O)C(Cc3ccc(OC)c(OC)c3)NC(C)=O)CC2)c1 (stereo unspecified) | i | . | 2.3 | i | i | 0.9 | i | i | 6.6 | i | .
COc1ccc(C(=O)NC(=S)Nc2ccc(Cl)cn2)cc1OC | i | -7.5 | -29.6 | i | i | -5.1 | i | i | 5.0 | i | 0.1
Cc1ccc(NS(=O)(=O)c2ccc3c(c2)oc(=O)n3C)cc1 | i | 10.0 | -12.2 | i | i | 2.5 | i | i | 0.6 | i | -3.6
CN1CCN(CC(O)Cn2c3ccccc3c3ccccc32)CC1 (stereo unspecified) | i | -13.0 | 13.9 | i | i | -1.2 | i | i | 8.3 | i | -0.1
Cc1cc(SCC#N)n2nc(C)c(-c3ccc(Cl)cc3)c2n1 | i | 40.9 | -5.9 | i | i | 1.3 | i | i | 4.1 | i | -0.6
COc1cccc(OC)c1C(=O)Nc1ccc(N2CCN(C(=O)c3cccs3)CC2)cc1 | i | -4.1 | 0.7 | i | i | 0.1 | i | i | -1.0 | i | 0.7
CC1COC(Cn2c3ccccc3c3ccccc32)O1 (stereo unspecified) | i | -1.0 | -41.7 | i | i | 1.0 | i | i | -1.0 | i | -0.1
COc1ccc(CCC(N)=O)cc1OC | . | 9.6 | 70.4* | . | i | 1.5 | . | . | -1.0 | . | -0.3
Cc1cc(C(=O)COC(=O)c2ccc(O)cc2)c(C)n1CC1COc2ccccc2O1 (stereo unspecified) | i | -11.8 | 11.0 | i | i | 2.6 | i | i | 13.2 | i | -0.1
NC(=O)C(=O)N/N=C/c1cccc(C(F)(F)F)c1 | i | -4.2 | -11.2 | i | i | 0.9 | i | i | -5.3 | i | -0.2
C=CCN1CN=C(NS(=O)(=O)c2ccc(NC(C)=O)cc2)NC1 | i | 4.0 | -1.1 | i | i | 2.8 | i | i | -11.1 | i | -0.4
CC(C)c1nc2cc(C(=O)NC(C)c3cnn(C)c3)ccc2o1 (stereo unspecified) | i | 5.5 | -31.0 | i | i | 6.0 | i | i | -0.7 | i | 0.7
CC(C)Cn1c(-c2csc3c2CCCC3)n[nH]c1=S | i | 20.4 | -52.8 | i | i | -1.0 | i | i | . | i | -0.1
CNc1nc(-c2ccccc2)[n+](-c2ccc(C)cc2)s1 | i | -115.6 | 8.3 | i | i | 4.4 | i | i | -1.7 | i | 4.1
O=C(/C=C/c1cccc([N+](=O)[O-])c1)N1CCOCC1 | i | 18.1 | -13.7 | i | i | -4.2 | i | i | -1.2 | i | -0.8
CCCCc1cc(=O)oc2c(C)c(OCC(=O)N3C[C@H]4C[C@@H](C3)c3cccc(=O)n3C4)ccc12 | i | -2.4 | -11.3 | i | i | 1.4 | i | i | 3.9 | i | -0.1
CCCCCCNC(=O)CCNS(=O)(=O)c1ccc(C)cc1 | i | 35.1 | -9.5 | i | i | -3.6 | i | i | -3.3 | i | -0.7
Cc1cc2nc3n(c2cc1C)CC1CC(C(=O)NCc2ccco2)N(C)C31 (stereo unspecified) | i | 11.5 | . | i | i | . | i | i | -1.5 | i | 4.1
COC(=O)c1ccc(N2CCN(C)CC2)c(NC(=O)c2ccc(Br)o2)c1 | i | -9.8 | -24.1 | -6.73* | i | -0.9 | i | i | 2.6 | 142* | -0.3
O=[N+]([O-])c1cccc(/C=N/n2c(-c3cccnc3)n[nH]c2=S)c1 | i | -15.8 | 0.4 | i | i | -3.3 | i | i | -2.7 | i | 0.2
Cc1cc(C)n(-c2ccc(NC(=O)C3CCCCN3C(=O)c3cccs3)cc2)n1 (stereo unspecified) | i | -22.5 | -2.4 | i | i | 0.2 | i | i | 0.9 | i | 0.4
Cn1nc(C(C)(C)C)c([N+](=O)[O-])c1C(=O)NC1CCCCC1 | i | 3.8 | -21.4 | i | i | 4.1 | i | i | -2.8 | i | -0.5
COc1ccc(NS(=O)(=O)c2ccc(OC)c(NC(=O)CCC3CCCC3)c2)cc1 | i | 0.3 | -23.8 | i | i | -2.8 | i | i | 5.5 | i | 0.4
CCC(C)[C@H](NC(=O)C1CC(=O)N(c2ccc(OC)cc2)C1)C(=O)N1CCCCC1 (stereo partly specified) | i | 23.2 | 5.1 | i | i | 0.9 | i | i | -1.1 | i | -0.9
CCc1nc(N2CCN(CC(=O)NCC3CCCO3)CC2)c(C#N)c2c1COC(C)(C)C2 (stereo unspecified) | i | -12.6 | -18.5 | i | i | 5.0 | i | i | -3.0 | i | 0.1
CCOC(=O)C1(C(C)(C)CC)CC(CSc2nc3ccccc3[nH]2)OC1=O (stereo unspecified) | i | 5.0 | -3.9 | i | i | 6.6 | i | i | 1.2 | i | -0.1
CCOC(=O)CNC(=O)C(CC(C)C)NC(=O)C1CCCCC1 (stereo unspecified) | i | -26.9 | -0.9 | i | i | -2.0 | i | i | -2.7 | i | 0.1
COc1cc(NS(=O)(=O)c2ccc(NC(=O)Cc3ccccc3)cc2)nc(OC)n1 | i | 10.1 | -0.5 | i | i | -1.8 | i | i | 14.5 | i | -0.1
Cc1cccc(NC(=O)c2ccc(S(=O)(=O)N3CCOCC3)cc2)c1C | i | -5.4 | -10.6 | i | i | -3.8 | i | i | 3.3 | i | 0.7
Cc1cccc(C)c1NC(=O)[C@@]1(CC(=O)O)CC(/C=C/c2ccccc2)=NO1 | i | -20.5 | 13.6 | i | i | 2.7 | i | i | 0.9 | i | -3.2
CCNc1nc(NCC)nc(SCCOC(=O)c2ccccc2)n1 | i | 19.3 | -38.1 | i | i | -1.3 | i | i | -0.5 | i | -0.1
CCC(=O)N1N=C(c2cccc(NS(C)(=O)=O)c2)CC1c1cccs1 (stereo unspecified) | i | 1.9 | -12.4 | i | i | -4.4 | i | i | -5.3 | i | -41.9
O=C(CCl)Nc1cn(-c2ccccc2)nc1-c1ccccc1 | i | -47.2 | -40.4 | i | i | 2.5 | i | i | 10.5 | i | 0.7
CCCNC(=O)C1(CC2CC(c3ccccc3)=NO2)CCN(C(=O)Cc2ccc(F)cc2)CC1 (stereo unspecified) | i | 16.0 | . | i | i | . | i | i | -0.3 | i | -0.1
CC(C)c1nnc(N2C(=O)C(O)=C(C(=O)c3cccs3)C2c2ccccc2)s1 (stereo unspecified) | i | -54.1 | -125.2 | i | . | 2.1 | i | i | 0.2 | i | 0.4
O=C(OCn1nnc2ccccc2c1=O)C1CCN(S(=O)(=O)c2cccs2)CC1 | i | -3.9 | -3.3 | i | i | 2.4 | i | i | 2.0 | i | 0.5
Cn1nc(C(F)(F)F)c(-c2ccccc2)c1NC(=O)c1cccnc1 | i | 5.7 | 6.5 | i | i | 0.3 | i | i | -13.7 | i | 0.4
CCCCc1nc(SCC(=O)N2CCCC2)c2c(=O)n(C)c(=O)n(C)c2n1 | i | 19.0 | -20.1 | i | i | -3.8 | i | i | 0.8 | i | 0.2
CC1=CC2=NC(=O)/C(=C\c3cc(C)n(-c4ccccc4F)c3C)C(=N)N2O1 | i | -28.6 | 3.9 | i | i | -2.3 | i | i | -0.5 | i | 0.6
COc1ccc(CNC(=O)C(c2ccc(C)o2)N(C(=O)c2csnn2)c2ccc(C(C)C)cc2)cc1 (stereo unspecified) | i | 11.1 | -16.6 | i | i | 0.0 | i | i | -2.8 | i | 0.6
O=C(CCC1CCCC1)Nc1cc(C(F)(F)F)ccc1N1CCOCC1 | i | 9.4 | . | i | i | . | i | i | 6.4 | i | -1.0
CCN(CC)c1nc2ccccc2n(Cc2cccc(OC)c2)c1=O | i | 27.6 | -28.9 | i | i | -1.4 | i | i | 23.2 | i | -1.1
COc1ccc(CNC2CCCc3ccccc32)cc1OC (stereo unspecified) | i | 12.6 | -34.2 | i | i | -2.1 | i | i | -2.3 | i | 1.7
COc1ccc2oc(C(=O)NCC3CCCO3)c(C)c2c1 (stereo unspecified) | i | -125.6 | -84.4 | i | i | 1.0 | i | i | -1.4 | i | 3.4
COc1cc(NC(=O)COC(=O)CCCC2=NS(=O)(=O)c3ccccc3N2)cc(OC)c1 | i | 3.2 | -3.3 | i | i | -4.4 | i | i | 4.5 | i | -0.1
COc1ccc(NC(=S)N2CCCC(c3nc4ccc(C)cc4[nH]3)C2)cc1 (stereo unspecified) | i | 28.8 | -20.9 | -6.54* | -9.53* | -4.4 | i | i | -2.3 | i | -0.3
O=C1c2ccccc2C(=O)N1CCCCCc1nc(-c2ccccc2)no1 | i | 15.8 | -7.8 | i | i | 1.4 | i | i | -0.3 | i | -0.2
CC(C)Cn1c(N)c(C(=O)COC(=O)CCNS(=O)(=O)c2ccccc2)c(=O)n(C)c1=O | i | 19.9 | . | i | i | . | i | i | 2.9 | i | 0.6
CC(CC(=O)N(C)CC(=O)Nc1ccc(N2CCOCC2)cc1)c1ccccc1 (stereo unspecified) | i | 8.2 | . | i | i | . | i | i | -3.6 | i | -1.5
O=C(COc1ccc(Cl)cc1Cl)NC(=S)Nc1ccccc1C(=O)O | i | 20.3 | -10.2 | i | i | 6.3 | i | i | 14.8 | i | 1.2
COc1ccccc1CNC(=O)C1CC(c2ccccc2[N+](=O)[O-])=NO1 (stereo unspecified) | i | -23.1 | -21.5 | i | i | 4.6 | i | i | 0.5 | i | -0.2
O=C1C(NS(=O)(=O)c2ccccc2)=C(N2CCN(c3ccc(F)cc3)CC2)C(=O)c2ccccc21 | i | 10.9 | -11.3 | i | i | 5.7 | i | i | 23.1 | i | -0.5
COc1ccc(/C=C/C(=O)CC(O)(c2ccccc2)C(F)(F)F)cc1 (stereo unspecified) | i | -15.9 | -19.4 | i | i | -3.9 | i | i | -3.6 | i | 0.1
